Source: PubChem BioAssay
ALOX12 inh: Primary qHTS assay for inhibitors of human arachidonate 12S-lipoxygenase (ALOX12): Round 2; purified 12hLO, xylenol orange hydroperoxide absorbance; hit rate 1.1% among 580,000; Polyunsaturated fatty acid lipoxygenase ALOX12 (Homo sapiens), P18054; Potency, µM (doses to about 108 µM), without a hit: at the top dose activity change, negative = inhibition, usual class: inhibitors; active = well fitted inhibition curve with a large enough effect; inconclusive = small, poorly fitted or top-dose-only effect, or another doubt; inactive = no such curve, though single readings can be large or run the other way
Target sequence (P18054 whole entry, looked up): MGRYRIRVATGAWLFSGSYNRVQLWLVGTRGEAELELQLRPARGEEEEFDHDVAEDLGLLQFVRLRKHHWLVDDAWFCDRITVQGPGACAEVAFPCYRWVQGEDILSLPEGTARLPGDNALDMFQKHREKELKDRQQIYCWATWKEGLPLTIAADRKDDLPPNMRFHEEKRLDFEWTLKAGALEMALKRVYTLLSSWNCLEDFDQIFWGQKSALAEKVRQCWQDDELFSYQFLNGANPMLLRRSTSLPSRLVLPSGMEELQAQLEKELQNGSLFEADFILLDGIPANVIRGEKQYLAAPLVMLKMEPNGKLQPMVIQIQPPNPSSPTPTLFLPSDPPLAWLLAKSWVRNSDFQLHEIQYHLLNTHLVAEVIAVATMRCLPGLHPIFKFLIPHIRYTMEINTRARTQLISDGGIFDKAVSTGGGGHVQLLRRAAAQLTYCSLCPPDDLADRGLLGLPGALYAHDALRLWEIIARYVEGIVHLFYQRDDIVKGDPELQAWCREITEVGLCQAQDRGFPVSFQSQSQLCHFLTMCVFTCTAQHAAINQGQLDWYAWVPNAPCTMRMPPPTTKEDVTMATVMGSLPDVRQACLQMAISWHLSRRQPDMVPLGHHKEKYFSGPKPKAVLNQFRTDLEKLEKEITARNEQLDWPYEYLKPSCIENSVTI
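Hydroperoxide product was detected by ferrous iron/xylenol orange as the 573 to 405 nm absorbance ratio. Arachidonic acid at 40 uM (final) was turned over for 30 min at room temperature by 150 nM human 12hLO, pH 7.0 Hepes buffer, after 15 min compound preincubation.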
* hit, by the source's call; ? = inconclusive; [ ] = another dose, or the depositor's remark. % is scaled to controls: 0 for no effect and ±100 for the full control effect; potency is read from the fitted curve at half-maximal effect. An excerpt; count on the stated rates, not on these rows.

ALOX12 inh | Molecule
? | O=c1c(-c2ccccc2)nc2cnc(Oc3ccccc3)nc2n1C1CC1
11.8% | CC(C)c1ccccc1OCC(=O)c1ccc2c(c1)N(CC(=O)NCC1CC1)C(=O)CO2
11.6% | CCN(C)C(=O)CCc1c(C)nn(-c2ccccc2)c1Oc1ccc(F)cc1F
? | CCCn1c(N2CCN(Cc3ccc(Br)cc3)CC2)nc2c1c(=O)[nH]c(=O)n2C
1.3% | O=C(NCc1ccccc1)c1ccc(S(=O)(=O)N2CCc3ccccc3C2)cc1
2.4% | COc1cc(C)cc2oc(=O)c(CC(=O)NCCCOC(C)C)c(C)c12
40.4% | COc1ccc(C(=O)N[C@@H]2CCC[C@@H]2C(=O)NCc2ccccc2C)cc1
33.0%[activator] | Cc1ccccc1CCC1CCCN(S(=O)(=O)c2cccnc2)C1 (stereo unspecified)
-2.4% | COc1ccccc1-c1nc(NCCc2cnc[nH]2)c2ccccc2n1
7.2% | O=C(CCC1CCCC1)NCCc1noc(-c2ccccc2)n1
45.3%[activator] | Cc1noc(C)c1Cc1ccc(C(=O)NCC23CCCC=C2NC(=O)CC3)o1 (stereo unspecified)
4.1% | COC(C(=O)Nc1ccnn1C1CCN(C(=O)C2CCC2)CC1)c1ccccc1 (stereo unspecified)
53.2%[activator][176 µM] | CN1CCC(NC[C@H]2Cn3c(-c4ccc(F)cc4)cnc3CO2)CC1
? | COc1ccccc1CNc1ncncc1-c1ccc(N(C)C)cc1
41.8%[activator] | CC(=O)NCCOc1ccc(C(=O)N2CCC3(CCNCC3)CC2)cc1
6.8% | COCc1nncn1C1CCN(S(=O)(=O)c2ccc(Cl)cc2C)CC1
29.9%[176 µM] | O=C1NC[C@H]2O[C@H](Cc3cc(COc4ccccc4)on3)CC[C@@H]2O1
-23.5% | Cc1ccc2c(c1)SC(C(=O)O)C2 (stereo unspecified)
? | N#Cc1cccc(NC(=O)CCC(=O)c2ccc3c(c2)CCC3)c1
2.9%[6.33 µM] | Clc1ccc(-c2nnc3n2CCN(Cc2cccnc2)C3)cc1
-54.2% | c1ccc2c(NC3CCCC3)ncnc2c1
9.9% | Cc1[nH]c2ccccc2c1CC(=O)Nc1ccc(Nc2ccncc2)cc1
8.2% | O=C1OC(OC(=O)c2cccnc2Nc2cccc(C(F)(F)F)c2)c2ccccc21 (stereo unspecified)
6.7%[176 µM] | Cc1noc2c(N3CCC(c4ccccc4)CC3)cc(-c3cccnc3)nc12
58.2%[activator] | O=C1CCN(Cc2ccc(C(F)(F)F)cc2)CCCC(c2nc(-c3cnccn3)no2)CCN1 (stereo unspecified)
3.1%[6.33 µM] | Cn1ccc(C(=O)NCc2nnc3n2C(C(=O)N2CCOCC2)CC3)n1 (stereo unspecified)
-1.2% | CCOC(=O)c1cnc(Nc2ccc(F)cc2F)c2ccccc12
? | Cc1noc(C)c1CCC(=O)Nc1nc(-c2ccc3c(c2)CCO3)cs1
34.5%[activator] | O=C(Nc1ccccc1F)N1CCCC(c2nc(C3CCOCC3)no2)C1 (stereo unspecified)
? | O=C(Nc1ccccc1)[C@@H]1C[C@H](c2ccc(F)cc2)N([S+](=O)([O-])C2CC2)C1
-2.2% | COc1ncc2nc(-c3ccc(Cl)cc3)c(=O)n(C)c2n1
? | COc1ccc(Nc2nc(-c3cccc(OC)c3)no2)cc1
6.8% | CC(Oc1ccc(CN2CCN(CCS(C)(=O)=O)CC2)cc1)C(=O)O (stereo unspecified)
11.2% | Cc1cc(C)cc(C(=O)NC2CCCN(c3cc(-c4ccc(F)cc4)[nH]n3)C2)c1 (stereo unspecified)
5.4% | O=C(CC(c1cccc([N+](=O)[O-])c1)c1c[nH]c2ccccc12)NCc1ccccc1 (stereo unspecified)
? | CC(NC(=O)c1csc2ccccc12)C1CC2CCC1C2 (stereo unspecified)
-11.4% | C=CCNc1nc2c(c(=O)[nH]c(=O)n2C)n1Cc1ccccc1Cl
? | CCCCN(Cc1ccccc1)c1ccc(NS(=O)(=O)c2ccc(CC(C)C)cc2)cc1C(=O)O
8.1% | CCOC(=O)Cc1csc2nc(-c3ccccc3)cn12
-9.8% | CCOC(=O)N1CCN(C(=O)CNC(=O)c2cc3c(OC)cc(OC)cc3n2C)CC1
-28.6% | CCN(CC)c1ccc(C(=O)NCc2ccco2)cc1
-1.5%[6.33 µM] | COc1ccc(C2(C(=O)N3CCN(c4ccccn4)CC3)CCOCC2)cc1
? | O=C(OCC(=O)C12CC3CC(CC(C3)C1)C2)c1ccc([N+](=O)[O-])s1
19.1% | O=C1N(C2CCNCC2)C(c2ccncc2)C12CCCCC2 (stereo unspecified)
? | COc1ccccc1C(=O)NCCn1ccn2nc(-c3ccc(C)c(C)c3)cc2c1=O
-1.1%[6.33 µM] | O=C(c1ccc(Cl)cc1)N1CC2(CCN(CC3CC3)C2)OCc2ccccc21 (stereo unspecified)
-8.5% | CCS(=O)(=O)NCC(=O)N1CCCCCNC(=O)CC1c1ccccc1 (stereo unspecified)
? | CCc1ccc(C2CC(C(=O)NCc3ccc4c(c3)OCO4)CN(C(=O)c3ccc(F)cc3)C2)cc1 (stereo unspecified)
25.6%[176 µM] | CC(C)C[C@@H]1N[C@H](C(=O)NC2CCC2)Cc2cn(CC3CC3)c3cccc1c23
-56.0% | CC1CCCCN1CCNC(=O)c1cc(=O)[nH]c2ccccc12 (stereo unspecified)

Next part
ALOX12 inh | Molecule
? | Cc1ccc2c(Cl)cc(Cl)c(OCC(=O)NC(C)C(C)C)c2n1 (stereo unspecified)
5.1%[176 µM] | O=C1[C@@H]2C[C@@H](O)CN2C2(CN(C3CCCCC3)C2)C(=O)N1Cc1ccccc1F
? | O=C(O)CCC(=O)Nc1ccc2c(C(C(=O)O)N3CCN(c4cccc(Cl)c4)CC3)c[nH]c2c1 (stereo unspecified)
? | O=C(NCc1cnn(-c2ccccc2)c1)C1CCN(S(=O)(=O)c2ccccc2)CC1
29.1% | CNC(=O)c1ccc(Cl)c(NC(=O)N[C@H]2CN(C(C)C)C[C@@H]2OC)c1
41.5%[activator][176 µM] | CC(C)C[C@@H]1N[C@H](C(=O)N2CCOCC2)Cc2cn(Cc3nccn3C)c3cccc1c23
-8.3% | O=C(Nc1cccc(Cl)c1)c1cnc(N2CCCCC2)c2ccccc12
-8.7% | O=C(CSc1nc(=O)n(Cc2ccco2)c2c1CCC2)NC1CCCC1
-1.9% | Cc1cnc(C2CCOCC2)n1CC1CCN(C(=O)c2cccnc2)CC1
34.9% | COCC(=O)N(C1CCOCC1)C1CCN(C(=O)c2ccccc2F)CC1
-2.7% | CCCCNC(=O)c1nc(-c2cc3ccccc3[nH]2)oc1-c1ccccc1
1.8% | Cc1ccc(C2N3CC4(C(C)C)CN2CC(C(C)C)(C3)C4=O)cc1 (stereo unspecified)
17.9%[176 µM] | Cc1ccccc1CN1CCC2OCCN(CCc3ccccc3)C(=O)C2C1 (stereo unspecified)
31.7% | CCc1nc2c(c(-c3ccc(Cl)cc3)n1)CCN([S+](=O)([O-])c1c(C)noc1C)CC2
-0.1% | CC/C(=N/N=C(/CC)c1ccccc1)c1ccccc1
-2.6% | O=C(c1ccc(Br)s1)N(Cc1cccc(Br)c1)C1CC1
66.9%[activator] | COC(=O)C1=C(C)N=C2SC=C(CC(=O)NCCc3ccccc3)N2C1c1cccc(OC)c1 (stereo unspecified)
3.5%[12.5 µM] | Cc1cc(F)ccc1NC1CN(C(=O)OC(C)(C)C)C1
-4.7% | COCCn1c(C(=O)N(C)C)cc2c1C[C@H]1CN(C(=O)c3ccccc3)[C@@](Cc3ccc(F)cc3)(C(=O)OC)[C@@H]21
-0.2% | COc1ccc(-c2c(C(F)(F)F)oc3cc(O)ccc3c2=O)cc1

A draw from above in order of length of the SMILES, low to high:
ALOX12 inh | Molecule
3.5%[12.5 µM] | Cc1cc(F)ccc1NC1CN(C(=O)OC(C)(C)C)C1
1.8% | Cc1ccc(C2N3CC4(C(C)C)CN2CC(C(C)C)(C3)C4=O)cc1 (stereo unspecified)
66.9%[activator] | COC(=O)C1=C(C)N=C2SC=C(CC(=O)NCCc3ccccc3)N2C1c1cccc(OC)c1 (stereo unspecified)

Additional compounds:
ALOX12 inh | Molecule
-16.2% | Cc1nc2ccccc2nc1SC(C)C(=O)Nc1ccccc1C(F)(F)F (stereo unspecified)
? | Cc1cccc(C(=O)N2CCC(C(NC(=O)c3ccccc3)C(=O)N3CCCCC3)CC2)c1 (stereo unspecified)
27.8% | O=C(Cc1ccc(Cl)cc1)N1CCc2n[nH]c(=O)n2CC1
-39.4% | Cc1ccc2c(C)c(C(=O)O)oc2c1
? | Cc1ccc(CNC(=O)c2sccc2C)cn1
-21.7% | O=C(CCc1ncc(-c2ccc(Cl)cc2)o1)Nc1ccccc1
24.8% | COc1ccc(N2CC(C(=O)NCc3cccc(Cl)c3)NC2=O)cc1 (stereo unspecified)
? | CN(Cc1ccccc1)C(=O)C1CCCN(Cc2cccc3ccccc23)C1 (stereo unspecified)
48.1%[activator] | CN(C)C[C@@H]1CN(C)C[C@H]1NS(=O)(=O)c1cccc(C(F)(F)F)c1
95.6%[activator][176 µM] | COc1ccccc1-c1nnc([C@H]2CCN(Cc3ccccn3)C2)o1
3.3% | O=C(Nc1ccc(S(=O)(=O)N2CCCCC2)cc1)c1cc2c(=O)n3ccccc3nc2s1
? | O=C(/C=C/c1ccc(Cl)cc1)OC1CCCCC1=O (stereo unspecified)
1.2% | NC(N)=NC(N)=Nc1ccccc1Cl
? | CCN1CCCC1CNC(=O)c1cccc2c(=O)c(C)c(-c3ccccc3)oc12 (stereo unspecified)
71.2%[activator] | O=C(N=C1N(Cc2ccccc2)[C@@H](Cc2ccccc2)[C@]2(C=C3CCCCC3n3c(=O)n(-c4ccccc4)c(=O)n32)N1C(=O)OCc1ccccc1)c1ccccc1 (stereo partly specified)
-0.7% | Cc1ccc(-n2c(SCc3ccccc3)nc3c(=O)[nH]cnc32)cc1
24.1% | Cc1ccccc1CN(C)C(C(=O)NC1CC1)c1ccc(F)cc1 (stereo unspecified)
13.4% | CCCc1noc(-c2nc(-c3ccccc3F)no2)n1
17.5% | CCNS(=O)(=O)c1cc(C(=O)NC)ccc1OC
? | Cc1nc(N)nc(C)c1CC(=O)N1CC2(CCNCC2)CC1C(=O)O (stereo unspecified)
10.2%[176 µM] | COc1ccccc1C(=O)N(C)Cc1cccn1C
19.3% | Cc1cc(S(=O)(=O)N2C[C@@H](F)C[C@H]2C(=O)N2CCCCC2)ccc1Cl
-10.0% | O=C1CCCCC(CNC(=O)c2cncc(Br)c2)N1 (stereo unspecified)
17.2% | O=C(c1n[nH]c(=O)c2ccccc12)N1CCN(S(=O)(=O)c2ccccc2)CC1
? | CC(C)NC(=O)N1CC2ON=C(C(=O)NCc3cccnc3)C2C1 (stereo unspecified)
8.4%[6.33 µM] | C[S+](=O)([O-])NC1CC2(CCN(C(=O)c3ccccc3)CC2)c2ccccc21 (stereo unspecified)
-0.1% | O=C(CN1C(=O)NC(Cc2c[nH]c3ccccc23)C1=O)Nc1c(F)cccc1F (stereo unspecified)
-0.5% | CCC(=O)OC1(c2ccccc2)CC(C(C)(C)C)CN(C)C1C (stereo unspecified)
41.9%[activator] | Cc1cccc(OCCNC(=O)Cn2nc(C)c3ccccc3c2=O)c1
? | CN(CC(=O)NCC1CCN(c2cnn(C)c(=O)c2)C1)C1CCNCC1 (stereo unspecified)
7.8% | Cc1ccc(S(=O)(=O)N2[C@H](CC(=O)c3cccc4ccccc34)OC[C@@H]2C(C)C)cc1
6.9% | Cc1ncsc1CN1CCCC(c2[nH]ccc2C(N)=O)C1 (stereo unspecified)
55.3%[activator] | CC(C)CCNC(=O)NC1CCN(C(=O)N2CC3CC(C2)[C@H]2CCCC(=O)N2C3)CC1 (stereo partly specified)
4.5% | CNC(=O)c1cccc(NC(=O)CC2C=CCC2)c1 (stereo unspecified)
49.4% | Cc1ccccc1CCNC(=O)c1cccc2ncccc12
42.5%[activator] | O=C(Nc1cnc(-c2cccc(Cl)c2)nc1)C1CCCO1 (stereo unspecified)
-6.3% | Nc1[nH]c(C(=O)c2ccccc2)c(-c2cccc(C(F)(F)F)c2)c1C(=O)NCCc1c[nH]c2ccccc12
24.6% | O=C(CN1CC2CC(C1)[C@H]1CCCC(=O)N1C2)NCCCN1CCCC1=O (stereo partly specified)

Some of these compounds in order of the ALOX12 inh value, descending:
canonical_smiles,ALOX12 inh
Cc1ccccc1CCNC(=O)c1cccc2ncccc12,49.4%
O=C(CN1CC2CC(C1)[C@H]1CCCC(=O)N1C2)NCCCN1CCCC1=O (stereo partly specified),24.6%
Cc1ccc(S(=O)(=O)N2[C@H](CC(=O)c3cccc4ccccc34)OC[C@@H]2C(C)C)cc1,7.8%
Cc1ncsc1CN1CCCC(c2[nH]ccc2C(N)=O)C1 (stereo unspecified),6.9%
CNC(=O)c1cccc(NC(=O)CC2C=CCC2)c1 (stereo unspecified),4.5%
Nc1[nH]c(C(=O)c2ccccc2)c(-c2cccc(C(F)(F)F)c2)c1C(=O)NCCc1c[nH]c2ccccc12,-6.3%

An excerpt taken from the entries so far:
ALOX12 inh | Molecule
7.8% | Cc1ccc(S(=O)(=O)N2[C@H](CC(=O)c3cccc4ccccc34)OC[C@@H]2C(C)C)cc1
6.9% | Cc1ncsc1CN1CCCC(c2[nH]ccc2C(N)=O)C1 (stereo unspecified)
55.3%[activator] | CC(C)CCNC(=O)NC1CCN(C(=O)N2CC3CC(C2)[C@H]2CCCC(=O)N2C3)CC1 (stereo partly specified)
4.5% | CNC(=O)c1cccc(NC(=O)CC2C=CCC2)c1 (stereo unspecified)
49.4% | Cc1ccccc1CCNC(=O)c1cccc2ncccc12
